3T3 cytotox – kills NIH 3T3 cells; NIH 3T3 viability, CellTiter-Glo ATP luminescence, 48-72 h; Potency, µM (doses to about 96.7 µM), for the others: at the highest dose activity change, negative = cytotoxicity, most hits filed as inhibitors; 94,000 tested, 4.3% active; AID 1345082; further: potency means the concentration at half of the fitted maximal effect; nearly all actives have a fitted effect of over 55% in size
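First NIH 3T3 cells are plated at 400 cells/well; next compound is pinned in; then plates incubate 48 or 72 hr at 37 °C; finally CellTiter-Glo is added and luminescence read after 10 min.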
GPT2 inh – inhibitors of human GPT2 alanine aminotransferase | Q8TD30 | Recombinant GPT2, coupled pyruvate oxidase/HRP Amplex Red fluorescence | Potency, µM (series often up to 57.7 µM), for the others: at the highest dose activity change, negative = inhibition, hits mostly inhibitors | 100,000 tested, 0.25% active | AID 1671188; further: potency means the concentration at half of the fitted maximal effect; nearly all actives have a fitted effect of over 60% in size; many of its hits are not listed in these tables
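GPT2 10ng/uL, a-KG 250uM, L-Ala 2mM, HEPES pH7.5 + 0.0001% Tween; 30 min RT. Then Amplex mix (PO/HRP/ThPP), 30 min RT dark, fluorescence. AOA 50uM used as positive control.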
SNCA expr inhib – inhibitors of alpha-synuclein (SNCA) gene expression; 140,000 tested, 0.17% active; Potency, µM (top dose mostly 57.2 µM), for inactives: at the highest dose activity change, negative = inhibition, most hits filed as inhibitors; HEK-293 SNCA-luciferase knock-in, luminescence, 24 h;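 further: potency means the concentration at half of the fitted maximal effect; plate controls were DMSO cells for no effect and cell-free wells for full effect; nearly all actives have a fitted effect of over 45% in size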
IP6K1 inhibitor – blocks human inositol hexakisphosphate kinase 1; activity change, % (series mostly up to about 58 µM); IP6K1 kinase, ADP-Glo luminescence, 2 h; active compounds read low; Q92551; 140,000 tested, 0.81% active; in the data active means activity change below about -25%
Target sequence (Q92551 whole entry, looked up): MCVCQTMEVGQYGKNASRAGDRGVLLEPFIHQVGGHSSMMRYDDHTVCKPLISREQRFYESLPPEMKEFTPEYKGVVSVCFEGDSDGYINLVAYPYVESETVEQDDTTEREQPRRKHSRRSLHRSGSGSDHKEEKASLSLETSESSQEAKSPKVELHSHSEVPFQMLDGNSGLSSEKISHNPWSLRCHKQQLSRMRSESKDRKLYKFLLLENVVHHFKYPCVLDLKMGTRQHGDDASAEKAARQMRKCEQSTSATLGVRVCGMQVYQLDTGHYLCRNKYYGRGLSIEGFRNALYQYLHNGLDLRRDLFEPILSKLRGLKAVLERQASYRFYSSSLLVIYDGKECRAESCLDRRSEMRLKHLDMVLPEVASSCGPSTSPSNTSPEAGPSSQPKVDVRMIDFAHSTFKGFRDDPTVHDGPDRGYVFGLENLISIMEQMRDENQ
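ADP-Glo luminescence measures ADP made by human IP6K1 during a 2 h RT reaction with ATP/IP6 (mix at 1.3 mM/130 uM); top library doses 57.5 and 19.1 uM final.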
SNCA viab count – reduces viability of HEK-293 SNCA reporter cells; HEK-293-SNCA-luc viability, GF-AFC fluorescence, 24 h; Potency, µM (series often up to 57.1 µM), for inactives: at the highest dose activity change, negative = cytotoxicity, usual class: cytotoxic; 150,000 tested, 0.12% active; AID 1671193;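 further: potency means the concentration at half of the fitted maximal effect; 0% = DMSO-treated cells and -100% = medium-only wells without cells; nearly all actives have a fitted effect of over 30% in size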
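HEK-293-SNCA-luc cells (1500/well) plated 24 h, then exposed 24 h to a dilution series; GF-AFC added 30 min at 37C, fluorescence 405/540 nm; normalised to medium-only and DMSO wells, Hill fit.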
FLuc inh – blocks purified firefly luciferase enzyme activity. P08659. purified P. pyralis luciferase, luminescence, biochemical. Potency, µM (highest dose often 115 µM), for inactives: top-dose activity change, negative = inhibition, usual class: inhibitors. 76,000 tested, 2.5% active. AID 1347043; further: potency means the concentration at half of the fitted maximal effect; nearly all actives have a fitted effect of over 65% in size
Target sequence (P08659 whole entry, looked up): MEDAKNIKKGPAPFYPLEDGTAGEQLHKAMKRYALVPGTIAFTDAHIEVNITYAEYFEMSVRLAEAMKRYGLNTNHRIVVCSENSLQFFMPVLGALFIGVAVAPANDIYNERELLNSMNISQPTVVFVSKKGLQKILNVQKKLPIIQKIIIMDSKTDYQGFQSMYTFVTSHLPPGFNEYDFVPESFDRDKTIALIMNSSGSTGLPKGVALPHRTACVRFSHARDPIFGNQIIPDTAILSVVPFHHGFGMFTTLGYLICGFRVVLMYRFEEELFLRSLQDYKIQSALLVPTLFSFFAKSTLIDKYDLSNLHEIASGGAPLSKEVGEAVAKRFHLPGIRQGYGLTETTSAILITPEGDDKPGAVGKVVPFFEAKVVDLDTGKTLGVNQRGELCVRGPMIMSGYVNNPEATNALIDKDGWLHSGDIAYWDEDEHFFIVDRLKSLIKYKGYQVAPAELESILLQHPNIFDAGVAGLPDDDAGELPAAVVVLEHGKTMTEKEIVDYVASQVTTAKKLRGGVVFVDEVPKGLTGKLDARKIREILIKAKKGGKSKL
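Cell-free enzyme assay, 10nM P. pyralis luciferase, luciferin and ATP each at 10uM. Inhibition profiled over a 6-point titration, read as luminescence.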
HEK293 tox – HEK 293 cell cytotoxicity. 94,000 tested, 6.6% active. HEK 293 viability, ATP luminescence (CellTiter-Glo), 48-72 h. Potency, µM (titrated, usually from 115 µM), without a hit: at the top dose activity change, negative = cytotoxicity, actives largely listed as inhibitors. AID 1345083; further: potency means the concentration at half of the fitted maximal effect; nearly all actives have a fitted effect of over 60% in size
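Read-out: CellTiter-Glo ATP luminescence. Cells: HEK 293, 250 cells/well. Exposure: 48 or 72 hr, 37 degree Celsius.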
* hit, by the source's call; i = inactive; u = inconclusive; x = not tested or not shown; & = joins results of further samples; [ ] = dose if it differs, or a comment. Unless noted, the call rests on the fitted dose curve; in most records, active means well fitted curve in the direction sought with a large enough effect; inconclusive means small, poorly fitted or top-dose-only effect, or another doubt; inactive means no such curve, though single readings can be large; an effect the other way counts as inactive or inconclusive. Unless noted, on the % scale 0 is the no-effect control and ±100 the full control effect.

SMILES	3T3 cytotox	GPT2 inh	SNCA expr inhib	IP6K1 inhibitor	SNCA viab count	FLuc inh	HEK293 tox
COc1ccc(C(=O)Nc2ccc(-c3noc([C@@H]4CCCN4Cc4ccc(C(F)(F)F)cc4)n3)cn2)cc1	u	1.9%	-24.2%	-2.8	-8.0%	0.5%	u
C[C@H]1CCCN1C(=O)c1nnc(COc2cccc(C(F)(F)F)c2)n1-c1cccnc1	100µM*	i	-12.5%[87.6 µM]	-13.5	7.9%[87.6 µM]	-2.4%[172 µM]	u
CC(Cn1cccn1)C(=O)N1CCC(CCC(=O)Nc2ccc3c(c2)OCCO3)CC1 (stereo not given)	-21.2%	i	31.7%[activator]	1.9	-3.9%	-15.3%	-22.8%
CC(NC(=O)c1noc(-c2ccc3c(c2)OCO3)n1)c1ccc(F)cc1 (stereo not given)	-10.0%	i	-24.5%	-0.3	-7.1%	-23.3%	-6.8%
COC(=O)CNC(=O)C1CCCN(c2nccc(Nc3ccccc3F)n2)C1 (stereo not given)	-27.1%	i	u	2.6	-11.1%[12.5 µM]	x	-15.8%
CCOC(=O)c1[nH]c2c(c1Cc1ccccc1)C(=O)CC(c1ccc(Cl)cc1)C2 (stereo not given)	x	x	3.8%	9.8	-4.6%	x	x
CCn1ncc(-c2nc3cc(S(=O)(=O)N4CCCC4)ccc3n2C)c1C	-17.7%	-2.9%	-8.6%	20.5	-7.3%	-1.5%	u
Cn1ncc2c(C(=O)NC3CCCCC3)cc(-c3ccccc3F)nc21	-24.5%	x	x	7.7	x	x	-16.8%
Cc1nn(-c2ccc(F)cc2)c(-n2cccc2)c1C(=O)N1CCN(c2ccccc2F)CC1	x	x	20.8%	17.5	0.4%	x	x
COc1ccc(N(CC(=O)Nc2cccc(C(C)=O)c2)S(=O)(=O)c2ccccc2)c(OC)c1	x	x	-27.9%	-22.5	u	x	x
Cc1cc(Cl)ccc1NC(=O)NCC1CCOCC1	i	i	84.6%[activator]	11.6	1.7%	u	-3.3%
COc1cc(OC)c(NC(=O)CN2C(=O)NC(c3ccc(C)cc3)C3=C2COC3=O)cc1Cl (stereo not given)	u	u	-21.8%	-2.2	-28.4%	-19.7%	u
O=c1cc(-c2ccc(F)cc2)nc(SCc2nc(-c3cccc(C(F)(F)F)c3)no2)[nH]1	x	x	-2.9%	-21.8	3.4%	x	x
Cc1ccc2c(c1)c(C(=O)N[C@H](c1cnn(C)c1)C1CC(O)C1)nn2C (stereo not given in full)	-5.1%	-8.1%	-1.5%	29.5	4.3%	-9.2%	i
COCCN1C(=O)c2ccccc2C(C(=O)N2CCC(C)CC2)C12CCCC2 (stereo not given)	-17.7%	-3.8%	5.1%	15.6	u	0.9%	-29.5%
CSc1ccc(NC(=O)c2nnn3c2COC(c2ccc(C)cc2)C3)cc1 (stereo not given)	4.3%	-8.9%	64.8%[activator]	1.8	5.1%	-13.8%	3.3%
CCCn1c(CCC(=O)Nc2cc(OC)cc(OC)c2)nc2cccnc21	x	x	-1.2%	26.0	-6.1%	x	x
COc1ccccc1C(=O)Nc1cccc(NC(=O)c2cccc(C)c2)c1	x	0.8%	x	-15.3	-14.9%	x	x
O=C1NCc2ccccc2CC12CCN(Cc1cccc(Cl)c1)CC2	u	i	32.4%[activator]	2.5	-9.6%	x	u
O=c1c2nc(-c3ccccc3)ccc2ncn1Cc1ccccn1	79.4µM*	-18.0%[88.5 µM]	-18.6%[87.6 µM]	18.4	-4.9%[87.6 µM]	3.5%[172 µM]	-10.4%[172 µM]
CC1=C(c2ccc(C)c(C)c2)S(=O)(=O)N(Cc2ccc(C(=O)NCc3ccc(C)cc3)cc2)C1=O	x	x	-19.6%	8.6	2.1%	x	x
Cc1ccccc1C(=O)N1CCn2c(nnc2-c2ccccc2)C1	-12.4%[138 µM]	i	15.3%[87.6 µM]	1.2	3.1%[87.6 µM]	2.1%[172 µM]	-8.7%[172 µM]
Cc1ccccc1CN1CCc2nc(C(=O)N3CCOCC3)oc2CC1	u	i	51.7%[activator][87.6 µM]	7.8	-2.3%[87.6 µM]	u	u
CC(=O)Nc1cccc(C(=O)N2CCC(n3cc(-c4nc(C5CC5)no4)nn3)C2)c1 (stereo not given)	-18.9%	-9.5%	-3.5%	-9.6	4.0%	-0.6%	-3.4%
COc1ccc(-n2nc3c(N4CCC(C(=O)NC5CCCCC5)CC4)nnc(C)c3c2C)cc1	x	x	-7.1%	-0.6	-4.9%	x	x
O=C(Cc1ccsc1)N1CCC(c2nc(C3CCOCC3)no2)C1 (stereo not given)	1.4%	2.3%	9.4%	7.0	3.1%	-7.5%	-2.8%
O=C(NCc1cc(-c2ccccn2)no1)[C@H]1CNC[C@@H](C(=O)N2CCOCC2)C1	0.3%	3.1%[11.5 µM]	1.4%	-6.1	-9.6%	-4.0%	i
Cc1cccc(Nc2nc(N)nc(CN3CC[C@@H](N)[C@H](O)C3)n2)c1	i	0.1%[11.5 µM]	9.6%	15.9	-3.5%	-0.2%	-3.0%
Cc1ccc2c(CC(=O)Nc3ccc(S(=O)(=O)N4CCCCC4C)cc3)coc2c1 (stereo not given)	x	x	-15.2%	14.5	5.7%	x	x
CCOC(=O)C(C)Oc1cccc2c(=O)n(CC(=O)Nc3ccc4c(c3)OCCO4)ccc12 (stereo not given)	x	u	0.5%&-23.4%	x	-11.4%&-7.2%	x	x
O=C(NC[C@H]1Cn2cc(-c3ccccc3)nc2CO1)Nc1ccc(F)cc1	u	-4.8%[88.5 µM]	4.3%[87.6 µM]	-4.5	1.0%[87.6 µM]	-13.7%[172 µM]	-19.1%[172 µM]
COc1ccc2[nH]c(C[C@@H]3C[C@@H](C(C)C)[C@H](CN(C)C)C=C3C)nc2n1	89.1µM*	2.1%[88.5 µM]	-13.5%[87.6 µM]	2.1	-17.4%[87.6 µM]	4.4%[172 µM]	u
COC[C@@H]1CN(C(=O)c2ccc(OC)nc2OC)C[C@H]1c1ccncc1	-1.0%	3.8%	-3.1%	-11.0	-11.9%	-1.4%	2.2%
O=c1n(CC2CC2)nc2n1CCC(NS(=O)(=O)c1cccnc1)CC2 (stereo not given)	i	i	12.8%	-8.1	9.8%	3.6%	i
CCOC(=O)c1noc2ncnc(Nc3cccc(C(F)(F)F)c3)c12	x	x	29.9%	-3.5	16.5%	x	x
CCOC(=O)c1cnc2cc(Cl)c(OC)cc2c1Nc1ccc(Br)cc1C	x	x	-12.8%	1.1	-0.9%	x	x
Cc1ccc(OCc2cc(=O)n3c4c(sc3n2)CCCC4)cc1C	x	x	12.4%	2.2	-7.2%	x	x
CC(C)OCCCNC(=O)C1CCCCC(=O)N1 (stereo not given)	-8.7%	-8.9%	-1.8%	2.5	10.5%	x	-18.1%
CCN(CC)C(=O)[C@@H]1CCC[C@@H](NC(=O)C2CCOCC2)CN(C)C(=O)C1	i	i	4.5%[87.6 µM]	10.7	0.4%[87.6 µM]	-2.4%[172 µM]	4.6%[172 µM]
O=C(C1CCc2nnc(-c3ccc(Cl)nc3)n21)N1CCCC1 (stereo not given)	u	-15.6%	28.3%	36.4	-4.0%	x	2.1%
CC1CCc2c(sc3nnn(Cc4cccc(C(=O)OC(C)C)c4)c(=O)c23)C1 (stereo not given)	x	x	20.7%	35.2	-14.6%	x	x
O=C1CCN(C(=O)Cc2cccc(F)c2)CCCOCCN1	-3.0%	3.8%	-4.9%	-8.3	0.9%	-3.3%	i
CC(C)(C)OC(=O)N1CCC(c2c(C(=O)NCc3ccccc3)cnn2-c2ccc(F)cc2)CC1	x	x	11.1%	-10.8	10.9%	x	x
NC(=O)C1CCN(c2ncnc3c2cnn3-c2cccc(Cl)c2)CC1	x	x	40.9%[activator]	18.4	6.7%	x	x
CC(=O)Nc1ccc(S(=O)(=O)N[C@H]2CO[C@H]3[C@@H]2OC[C@@H]3n2nnnc2Oc2ccc3c(c2)OCO3)cc1	-0.8%	i	-17.5%	-1.2	0.5%	-6.9%	-11.5%

A second format for some results above.
molecule: CCCn1c(CCC(=O)Nc2cc(OC)cc(OC)c2)nc2cccnc21
  3T3 cytotox: x	GPT2 inh: x	SNCA expr inhib: -1.2%	IP6K1 inhibitor: 26.0	SNCA viab count: -6.1%	FLuc inh: x	HEK293 tox: x

molecule: COc1ccccc1C(=O)Nc1cccc(NC(=O)c2cccc(C)c2)c1
  3T3 cytotox: x	GPT2 inh: 0.8%	SNCA expr inhib: x	IP6K1 inhibitor: -15.3	SNCA viab count: -14.9%	FLuc inh: x	HEK293 tox: x

molecule: O=C1NCc2ccccc2CC12CCN(Cc1cccc(Cl)c1)CC2
  3T3 cytotox: u	GPT2 inh: i	SNCA expr inhib: 32.4%[activator]	IP6K1 inhibitor: 2.5	SNCA viab count: -9.6%	FLuc inh: x	HEK293 tox: u

Following part:
SMILES	3T3 cytotox	GPT2 inh	SNCA expr inhib	IP6K1 inhibitor	SNCA viab count	FLuc inh	HEK293 tox
COc1ccc(CNC(=O)N2CCCC2c2noc(COc3ccc(C)cc3)n2)cc1 (stereo not given)	u	i	40.1%[activator]	15.5	2.1%	-17.1%	u
CCc1noc(CN2CCOc3c(O)cc(-c4ccccc4C)cc3C2)n1	u	i	3.4%	12.4	0.3%	11.6%	u
CC(C)c1nc(NC2CCCC2)ncc1C(=O)O	-18.4%	i	15.9%	7.4	2.9%	7.7%	19.9%
COc1ccc(NC(=O)CN(C)S(=O)(=O)c2cccc3nsnc23)cc1	x	x	-29.8%	8.9	-25.3%	x	x
Cc1ccc(CNC(=O)c2cc3ccc4cccnc4c3[nH]2)cc1	x	x	74.2%[activator]	15.4	9.3%	x	x
COc1ccc(OC)c(S(=O)(=O)N[C@H]2CO[C@H]3[C@@H]2OC[C@H]3OC(=O)Nc2cccc(C(F)(F)F)c2)c1	u	-10.3%	u	-2.2	u	-19.7%	u
COc1cc(NC(=O)Cn2ccn3nc4c(c3c2=O)CCCCC4)cc(OC)c1OC	-28.9%	i	3.2%	36.5	-17.7%	-12.2%	u
O=C1CC(c2ccccc2)N(C(=O)CNC(=O)c2ccc3cc[nH]c3c2)CCCCCN1 (stereo not given)	-11.7%	-9.5%	22.0%	-6.5	-6.7%	-10.1%	u
CCOCc1nc(C2CCCN(C(=O)Cc3ccccc3C)C2)no1 (stereo not given)	i	i	-25.2%	15.7	2.6%[12.5 µM]	6.9%	5.6%
c1ccc(OCC2CN(Cc3ccncc3)CC23CN(c2ccccc2)C3)cc1 (stereo not given)	89.1µM*	-1.4%[88.5 µM]	10.0%[87.6 µM]	-7.7	-3.0%[87.6 µM]	10.9%[172 µM]	u
Cc1ccc(-c2cc(C(=O)NCc3cnn(C)c3C)c3cc(Br)ccc3n2)cc1	x	x	67.8%[activator]	-11.1	5.2%	x	x
Cc1cc(C)n(Cc2cccc(C(=O)N3CCC4(CC3)[C@H](O)C[C@@H]4O)c2)n1	-1.3%	i	-17.1%	2.6	0.1%	0.7%	0.0%
O=C(NC1CCCN(CCn2nc3n(c2=O)CCCC3)C1)c1ccncc1 (stereo not given)	-20.2%	x	x	-4.3	x	x	-7.7%
CC(NC(=O)c1cc2n(n1)CC(c1ccc3c(c1)OCO3)OC2)c1ccccc1 (stereo not given)	-29.9%	4.0%	33.7%[activator]	-4.2	-2.9%	33.3%	u

Bioassay records from PubChem BioAssay.

An excerpt; the hit share may differ from the screen's.
